# iPSC survival up = enhancers of human iPSC single-cell survival. hiPSC single-cell survival, ATPlite luminescence; 100% = ROCK inhibitor wells, 0% = DMSO. survival enhancement, % at 20 µM. 360,000 compounds, 0.044% hits. AID 602274; in the data active means survival enhancement above about 18%;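 further: cells exposed to compounds for 16 hours before the ATP read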
# TRPM1 prom inh = MITF TRPM1 promoter inhibition in SK-MEL-5 cells; SK-MEL-5 TRPM1 promoter luciferase, 24 h; inhibition, % at 12.5 µM; 330,000 compounds, 0.83% hits; AID 488899;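 active means mean inhibition across replicates of 60% or more, whatever share of single replicates reaches that level; inconclusive means some that reach 60%, reason not given; inactive means mean inhibition across replicates below 60%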; further: values of inactives mirror those of a sister screen read the other way
# HIF-2a block = blocks HIF-2a reporter activity; 786-0 RCC cells HIF-2a reporter, luciferase luminescence, overnight; inhibition, % at 18.8 µM; 360,000 compounds, 0.72% hits; AID 624352;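 active means inhibition of the luminescence signal of 40% or more relative to plate controls, in a single-dose primary screen at 18.75 µM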
# CaV13 FRET inh = Disruptors of the CACNA1D IQ motif to Ca2+-dependent inactivation inhibitor domain association, primary screening, Förster resonance energy transfer in intact living …. HEK cells, CFP/YFP FRET ICDI-IQ, plate reader, 10 min; percent FRET-ratio fall versus neutral wells. inhibition, % at 12.3 µM. 340,000 compounds, 0.098% hits;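 active means mean replicate inhibition of at least 30% and at least 1% of replicates passing that level; inconclusive means only one of the two criteria is met; inactive means neither criterion is met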;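 further: 0% = median of the neutral control wells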
# aDG glyco up = increases alpha dystroglycan glycosylation; AID 624168; 360,000 compounds, 0.22% hits; Pro5-aDG cells, alpha-DG glycosylation AlphaScreen (IIH6); 0% Pro5, 100% B10-LARGE cell signal; activation, % at 10 µM;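 active means activation of at least 8% versus controls, or a plate z-score of at least 8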;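 further: Pro5 are CHO cells carrying HIG-tagged alpha-DG that lacks glycosylation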
# NR2E3 ag-1 = NR2E3 (human) agonism | Q9Y5X4 | GST-NR2E3/biotin-RetCOR TR-FRET, 1536-well | inhibition of corepressor binding, % at 4.78 µM | 320,000 compounds, 0.12% hits | AID 2300;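 active means percent inhibition above the cutoff of mean plus 3 SD of all tested compounds, set per screening campaign, cut at about 20% in these data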;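 further: 0% = DMSO wells and 100% = biotin wells as full block of FRET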
# Target sequence (Q9Y5X4 whole entry, looked up): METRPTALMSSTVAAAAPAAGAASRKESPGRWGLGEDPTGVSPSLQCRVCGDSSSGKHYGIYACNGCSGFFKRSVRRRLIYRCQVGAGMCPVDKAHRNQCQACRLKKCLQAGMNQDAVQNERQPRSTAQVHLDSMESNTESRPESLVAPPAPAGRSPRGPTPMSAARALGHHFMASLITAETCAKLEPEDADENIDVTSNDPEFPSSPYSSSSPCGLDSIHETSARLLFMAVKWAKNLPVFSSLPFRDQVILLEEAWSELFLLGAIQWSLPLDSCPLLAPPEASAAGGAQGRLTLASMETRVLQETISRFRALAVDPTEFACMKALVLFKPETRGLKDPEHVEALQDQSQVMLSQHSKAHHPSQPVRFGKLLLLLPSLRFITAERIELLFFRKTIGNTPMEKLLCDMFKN
#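 Material: NR2E3–RetCOR corepressor complex / Amount: 1.35 nM GST-NR2E3 / Medium: Tris pH 7.5 / Compound: single nominal compound dose of 4.8 µM / Incubation: 5 h at 4 °C / Technique: TR-FRET, Eu(K)-anti-GST donor, streptavidin-D2 acceptor, ex 340, em 617/671 nm / Read-out basis: percent loss of FRET ratio relative to control wells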
# NR2E3 ag-2 = activates human NR2E3 receptor. Q9Y5X4. AID 602229. 360,000 compounds, 0.35% hits. inhibition of corepressor binding, % at 3.98 µM. CHO-S Gal4-NCOR/VP16-NR2E3 two-hybrid, luciferase;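 active means inhibition above the mean of all tested compounds plus 3 SD, cut at about 70% in these data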;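 further: 0% = DMSO with NR2E3 transfected cells and 100% = cells lacking NR2E3 construct; higher means lower luciferase signal from less NR2E3 corepressor binding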
# Exocytosis inh = lytic granule exocytosis inhibition; TALL-104 LAMP-1 surface exposure, flow cytometry; cells stimulated with thapsigargin and PMA; inhibition, % at 10 µM; 360,000 compounds, 0.66% hits;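 active means inhibition above about 55%, limit read from the data; inconclusive means no clear call, values can overlap the other calls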
# Peg3 promoter = inhibitors of Peg3 promoter | HeLa PEG-Prom luciferase reporter, luminescence, overnight | inhibition, % at 20 µM | 360,000 compounds, 1.7% hits | AID 588405;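 active means inhibition of at least 50% at 20 µM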
# PDI inh = blocks human protein disulfide isomerase activity. 350,000 compounds, 0.052% hits. P07237. inhibition, % at 10 µM. PDI insulin aggregation turbidity, A650, 90 min;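 active means mean inhibition across replicates of 30% or more, whatever share of single replicates reach that level; inconclusive means mean inhibition below 30% while every single replicate reaches 30%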;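 further: absorbance from insulin aggregation driven by PDI reduction with DTT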
# Target sequence (P07237 whole entry, looked up): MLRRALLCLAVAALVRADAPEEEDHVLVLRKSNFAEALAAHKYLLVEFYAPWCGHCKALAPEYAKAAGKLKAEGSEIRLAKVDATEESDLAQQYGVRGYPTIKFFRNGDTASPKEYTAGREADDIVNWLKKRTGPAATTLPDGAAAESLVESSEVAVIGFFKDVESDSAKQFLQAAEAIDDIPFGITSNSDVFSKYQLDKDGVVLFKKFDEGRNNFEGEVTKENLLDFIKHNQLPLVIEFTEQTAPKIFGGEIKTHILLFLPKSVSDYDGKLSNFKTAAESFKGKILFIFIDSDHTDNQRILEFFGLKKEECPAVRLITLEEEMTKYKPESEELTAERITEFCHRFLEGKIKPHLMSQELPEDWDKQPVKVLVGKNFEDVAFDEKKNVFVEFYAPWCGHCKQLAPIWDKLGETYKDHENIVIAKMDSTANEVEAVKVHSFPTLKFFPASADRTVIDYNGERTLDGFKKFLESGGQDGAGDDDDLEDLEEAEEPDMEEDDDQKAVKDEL
# Vif inh = HIV Vif inhibition; HEK293T cells, Vif self-association by quenched fluorescence, imaging, 24 h; inhibition, % at 7.49 µM; 340,000 compounds, 0.35% hits; AID 602346; in the data active means inhibition above about 50%, passing the limit was not always enough; inconclusive means no clear call, values can overlap the other calls; inactive means below about 31%; further: some results filed as inactive read as strong as hits
# * = called active by the depositor; ? = inconclusive; nt = no result given.
SMILES,iPSC survival up,TRPM1 prom inh,HIF-2a block,CaV13 FRET inh,aDG glyco up,NR2E3 ag-1,NR2E3 ag-2,Exocytosis inh,Peg3 promoter,PDI inh,Vif inh
COc1cc(C2C3=C(CC(C)(C)CC3=O)OC(N)=C2[N+](=O)[O-])ccc1O (stereo not given),-0.6,6,6,-6,-0.1,0,-9,0,14,3,1
COc1ccc(-c2nc3c(n2O)CCc2c-3no[n+]2[O-])cc1,2.7,-19,-141,-3,0.3,-3,-30,0,-54,-7,0
O=S1(=O)CC(N2CC=CC2)CN1Cc1cn(Cc2ccc(Cl)cc2)nn1 (stereo not given),-0.4,nt,4,nt,0.1,nt,-8,3,nt,nt,nt
O=c1[nH]c(NCCO)nc2c1C1(CCCCC1)Cc1ccccc1-2,-0.4,-2,30,nt,-0.2,3,-8,4,21,-5,17
Cc1ccc(-c2nnc(Nc3cccc(O)c3)c3ccccc23)cc1S(=O)(=O)NCCO,-0.2,2,15,-5,-0.1,nt,-31,10,19,4,1
COc1ccc(-c2cc(C(=O)N3CCCC(C(F)(F)F)C3)c3ccccc3n2)cc1 (stereo not given),-0.4,-6,-59,-3,-0.1,1,-12,-2,-16,3,-2
N=C1/C(=C/c2cccn2-c2ccc([N+](=O)[O-])cc2)C(=O)N=C2SC=CN12,-1.7,-5,8,-4,-0.1,4,-18,18,19,0,1
COc1ccccc1C(C)NC(=O)CN(C)CC(=O)Nc1c(C)cccc1C (stereo not given),-1.0,3,11,-3,0.0,3,3,1,14,0,24
COc1ccc(NC(=O)C2CCCCN2CC(=O)OCc2ccccc2)cc1OC (stereo not given),1.6,11,17,-5,0.1,3,-16,2,-9,11,6
COc1ccc(-c2noc(CCCC(=O)O)n2)cc1,-1.2,66*,84*,-5,0.0,0,33,-1,9,4,-2
CC(=O)Nc1sc2c(c1CN1CCN(C)CC1)CCCC2,2.7,8,7,-4,-0.4,2,-14,0,5,-11,5
COc1ccc2c(CC(=O)NCC3CCC(C(=O)O)CC3)cc(=O)oc2c1 (stereo not given),-2.0,7,10,-5,0.1,2,0,1,22,0,-5
COC(=O)c1cc(Cl)c(NC(=O)/C=C/c2ccc(Cl)cc2)cc1OC,1.0,-13,4,-3,-0.1,4,-20,-1,28,-2,-2
c1ccc2c(c1)CCc1ccccc1C2=C1CCNCC1,-0.8,-5,15,-5,0.5,4,-3,-3,-5,-4,-2
Cc1ccc2cc(CN(Cc3cccs3)Cc3nnnn3CC3CCCO3)c(=O)[nH]c2c1C (stereo not given),1.8,1,6,-10,-0.4,nt,-15,1,24,-5,-1
CC(=O)c1cccc(-c2ccnc3c2CC(C(=O)Nc2cccc(Oc4ccccc4)c2)O3)c1 (stereo not given),-1.6,nt,-4,-11,1.1,nt,-19,-5,13,3,21
CCN1CCN(CC(=O)Nc2nc3ccc(OC)cc3s2)CC1,3.4,2,-11,-4,0.3,-4,1,1,11,16,-15
Cc1ccc(S(=O)(=O)N2CCN(C(=O)CSc3ccc(Cl)cc3)CC2)cc1,-0.2,4,-3,-4,0.0,0,-34,-1,21,-4,2
O=C(CCc1nnc(-c2ccccc2)o1)NCC1CCN(C2CCCC2)CC1,0.3,-6,2,-6,-0.2,1,-26,0,13,-2,7
COc1cccc(C(=O)COc2ccccc2N2C(=O)C3C4C=CC(C4)C3C2=O)c1 (stereo not given),0.7,4,19,-6,-0.2,1,-9,-7,-4,-1,7
Cc1ccc(Nc2c([N+](=O)[O-])ccc3nonc23)cc1C,-0.6,4,8,-14,-0.3,0,-18,4,-15,-2,-7
COc1ccc(CCNC(=O)c2cc(Cl)nc3ccccc23)cc1,-0.4,-17,1,-9,0.4,4,-32,15,14,1,3
COc1ccc(Nc2nccc(OC)c2C#N)cc1,-1.9,10,12,-10,0.1,0,0,-1,7,9,12
Cc1ccc(CNC(=O)CSc2ncn[nH]2)cc1,0.0,-6,1,-2,-0.1,2,-39,-10,-4,-7,3
O=C(NCc1ccco1)c1cccc(S(=O)(=O)N2CCN(Cc3ccccc3)CC2)c1,-0.6,-5,5,-4,-0.2,1,4,3,-1,4,5
O=C(CCn1cnnn1)NC1CCCN(Cc2ccccc2F)C1 (stereo not given),-0.5,8,12,nt,0.2,-3,-45,-11,6,2,10
COC(=O)CC1C(C(=O)OC)ON2OC(C(=O)OC)C(C(=O)OC)C12 (stereo not given),5.3,8,11,-2,-0.2,4,3,1,0,-5,-22
Cc1ccc(-c2csc3nc(SCC(=O)Nc4ccc(Cl)c(C(=O)O)c4)[nH]c(=O)c23)cc1,-0.3,-15,7,-3,-0.1,5,22,3,-10,-7,2
COCCn1c(SCC(=O)Nc2cc(C)nn2-c2ccccc2)nnc1-c1ccncc1,1.1,7,6,-5,0.3,1,22,0,5,-9,nt
Cc1cccc(OCCCCc2c(C)n[nH]c2C)c1,-0.8,1,-25,-8,1.6,4,26,-2,-29,6,nt
O=C(Nc1ccc(S(=O)(=O)Nc2nccc(C3Cc4ccccc4C(=O)O3)n2)cc1)c1ccccc1 (stereo not given),1.7,3,7,-8,-0.2,6,-1,-3,1,-4,5
c1ccc(-c2nnc3n2N=C(c2ccc4c(c2)OCO4)CS3)nc1,6.0,4,7,-7,0.1,5,4,0,19,2,-7
CN(C)S(=O)(=O)c1cccc(NC(=S)N/N=C/c2cccc(O)c2)c1,2.2,19,11,-7,-0.5,7,-40,-15,9,5,2
CCOC(=O)c1[nH]c2ccc(OC)cc2c1N=CN(C)C,-2.6,-19,-20,-8,0.0,1,0,5,-6,2,13
S=c1[nH]nc(COc2ccccc2)n1/N=C/c1ccc(Cl)cc1Cl,-0.4,3,-2,-2,-0.2,nt,18,-6,10,-1,-7
Cc1ccc(CN(C)C2CCN(C)CC2)cc1,1.2,-10,14,-1,-0.2,-3,6,14,-4,-1,11
CCc1ccc(-c2csc3ncn(CC(=O)NCc4ccco4)c(=O)c23)cc1,0.9,2,20,-10,0.1,1,-7,2,25,0,-15
N/C(=N\c1nc(CSc2ccc(Cl)cc2)cc(=O)[nH]1)Nc1ccccc1C(F)(F)F,-0.3,9,0,-7,1.4,3,16,2,7,-2,-6
Cc1cc(NC(=O)CCCn2nc([N+](=O)[O-])c(Cl)c2C)no1,-0.2,11,12,-15,0.3,-2,2,-2,9,16,-3
CCN(CC)CCCn1c(=S)[nH]c2cc(Cl)ccc2c1=O,-1.0,-3,12,-8,0.4,-4,-5,1,-9,5,1

# Some of these compounds in order of the NR2E3 ag-1 value, largest number first.
mol | TRPM1 prom inh | HIF-2a block | CaV13 FRET inh | aDG glyco up | NR2E3 ag-1 | NR2E3 ag-2 | Exocytosis inh | Peg3 promoter | PDI inh | Vif inh
COc1ccc(CCNC(=O)c2cc(Cl)nc3ccccc23)cc1 | -17 | 1 | -9 | 0.4 | 4 | -32 | 15 | 14 | 1 | 3
COc1ccccc1C(C)NC(=O)CN(C)CC(=O)Nc1c(C)cccc1C (stereo not given) | 3 | 11 | -3 | 0.0 | 3 | 3 | 1 | 14 | 0 | 24
O=C(CCc1nnc(-c2ccccc2)o1)NCC1CCN(C2CCCC2)CC1 | -6 | 2 | -6 | -0.2 | 1 | -26 | 0 | 13 | -2 | 7

# (next part)
SMILES,iPSC survival up,TRPM1 prom inh,HIF-2a block,CaV13 FRET inh,aDG glyco up,NR2E3 ag-1,NR2E3 ag-2,Exocytosis inh,Peg3 promoter,PDI inh,Vif inh
O=C(O)c1cccc(Oc2cccc(Cl)n2)c1,1.2,7,16,-5,-0.3,0,9,2,7,-1,-4
Cn1cnnc1SCC(=O)NN(c1ccccc1)c1ccccc1,1.7,1,10,1,0.2,2,-15,0,5,-6,2
Cc1ccc(N2CC(C(=O)Nc3ncc([N+](=O)[O-])s3)CC2=O)cc1 (stereo not given),-0.7,4,-10,-5,0.4,-2,9,-1,9,1,-2
Cc1cccc(N2CCN(C3=NC(=O)/C(=C\c4cn[nH]c4-c4ccccc4)S3)CC2)c1,2.3,-10,19,-3,-0.4,-2,-4,0,29,3,0
O=C(O)c1ccccc1C(=O)Nn1cnnc1,-0.2,2,14,-20,0.0,-1,-13,-6,5,-4,-13
O=C(CCCN1C(=O)c2ccccc2C1=O)NCCN1C(=O)S/C(=C\c2cccs2)C1=O,2.8,8,7,-2,-0.4,-1,-21,8,-15,-7,0
COc1ccccc1NC(=O)COC(=O)/C=C/c1ccc(OC)c(OC)c1,-1.4,1,19,-6,0.0,nt,-24,-4,7,2,-1
O=C(O)c1cccc(S(=O)(=O)Nc2cc(Cl)ccc2Cl)c1,-0.3,5,22,-6,0.1,-1,8,-8,10,10,5
COc1ccc2cc(C(=O)C3CCCN(Cc4ccccn4)C3)ccc2c1 (stereo not given),-0.8,-12,-45,12,0.2,0,-18,1,-10,2,-3
O=C(NCCCl)NNC(=O)c1cc2ccccc2cc1O,-0.6,6,-59,-16,-0.1,-4,-14,-5,-69,-2,8
CCOc1ccc(C(=O)c2nc3c(n2O)CCCCC3)cc1,-0.7,-13,-36,2,-0.4,2,-38,0,-40,-4,7
Cc1nnc(SC(C)C(=O)Nc2ccc3c(c2)OCCO3)s1 (stereo not given),1.8,-12,-9,nt,0.0,1,-15,-1,-12,8,1
O=C(NCc1ccccc1)c1cccc(S(=O)(=O)N2CCCCC2)c1,0.5,7,14,-3,0.1,-1,-7,9,13,0,-1
COc1cccc(-c2cc(C(=O)N3CCN(c4ncccn4)CC3)c3ccccc3n2)c1,-1.8,-19,-129,nt,-0.5,3,3,5,7,2,-10
COc1cc(C(=O)NCC2CCCO2)ccc1OCc1ccccc1 (stereo not given),-0.3,6,-2,-8,-0.2,-4,-17,-4,-6,3,-8
COc1cccc(N2C(=O)CC(N3CCC(c4nc5ccccc5[nH]4)CC3)C2=O)c1 (stereo not given),-2.9,-1,8,-5,0.1,5,-4,-1,-2,-7,0
CCCC(=O)Nc1ccc(Cl)c(NC(=O)c2ccc(Br)o2)c1,-2.5,4,-85,-5,0.3,-2,-20,-1,0,-1,?
O=C(OCc1ccccc1)N1CCC2CC1c1c(Cl)cccc12 (stereo not given),-2.5,-3,-22,-8,-0.2,nt,-4,-5,-15,10,nt
O=C(NCC(=O)N(c1cccnc1)C(C(=O)NC1CCCCC1)c1cccnc1)c1ccco1 (stereo not given),2.4,1,12,nt,0.0,-2,-5,-2,0,-6,-4
COc1ccc(NS(=O)(=O)c2cccc(C(=O)NCC(c3ccco3)N3CCCC3)c2)cc1 (stereo not given),-0.3,1,7,-4,0.0,-2,-12,-8,17,-4,2
COC(=O)c1nc(NC(=O)c2ccc(F)cc2)n[nH]1,-0.3,-1,10,-6,0.0,nt,-7,0,12,10,3
Cc1cc(C)c(C(=O)CSc2nc3ccccc3c(=O)[nH]2)cc1C,0.7,-3,10,-5,0.0,-2,-5,3,1,-1,-1
COc1ccccc1/C=C\C(=O)NCC(=O)N/N=C(\C)Cc1ccccc1,-0.5,3,14,-16,0.0,2,13,-3,19,-6,-21

# Screening results from PubChem BioAssay.
